# Screening results from PubChem BioAssay.
# Gli-Sufu block = antagonists of Gli-Sufu signaling. Sufu-KO-LIGHT fibroblasts, Gli luciferase reporter luminescence. inhibition, % at 5 µM. 340,000 tested, 0.74% active;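 active means inhibition above about 55%, limit read from the data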;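 further: 0% = DMSO-treated cells and 100% = wells with medium but no cells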
# CXCR6 block = blocks human CXCR6 beta-arrestin recruitment; 360,000 tested, 0.36% active; inhibition, % at 20 µM; CHO-K1 PathHunter CXCR6 beta-arrestin, luminescence; O00574; in the data active means inhibition above about 34%, passing the limit was not always enough;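 further: antagonist mode with CXCL16 agonist at 10 nM final; 0% = 10 nM CXCL16 with DMSO and 100% = unstimulated wells without agonist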
# Target sequence (O00574 whole entry, looked up): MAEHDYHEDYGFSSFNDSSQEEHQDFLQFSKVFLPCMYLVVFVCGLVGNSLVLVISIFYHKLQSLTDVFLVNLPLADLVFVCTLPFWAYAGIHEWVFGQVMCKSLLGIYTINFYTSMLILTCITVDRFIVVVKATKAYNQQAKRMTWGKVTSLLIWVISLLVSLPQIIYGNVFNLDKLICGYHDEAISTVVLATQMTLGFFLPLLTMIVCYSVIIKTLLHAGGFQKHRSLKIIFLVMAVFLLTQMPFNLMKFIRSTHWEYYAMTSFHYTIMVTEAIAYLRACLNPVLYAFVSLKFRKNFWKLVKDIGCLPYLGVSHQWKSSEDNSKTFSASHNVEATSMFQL
# CCR6 antagonist = CCR6 (human) receptor antagonism; P51684; CHO-K1 CCR6 PathHunter beta-arrestin, luminescence, CCL20-stimulated; inhibition, % at 20 µM; 340,000 tested, 0.49% active;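 active means compounds whose inhibition of the agonist-driven luminescence signal at 20 µM reaches about 50%, limit read from the data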;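 further: cells stimulated with CCL20 at 14 nM final; plate controls were DMSO with CCL20 for no effect and DMSO without agonist for full effect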
# APOBEC3G inh = APOBEC3G (human) deaminase inhibition; recombinant A3G, ssDNA deamination FAM/TAMRA fluorescence; inhibition, % at 20 µM; 330,000 tested, 0.28% active;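 active means inhibition of at least 40% at 20 µM, with no more than 30% in the related APOBEC3A deaminase screen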;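 further: plate controls were DMSO wells with A3G for no effect and wells lacking A3G enzyme for full effect; some compounds called inactive have numbers as strong as hits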
# Target sequence (Q9HC16 whole entry, looked up): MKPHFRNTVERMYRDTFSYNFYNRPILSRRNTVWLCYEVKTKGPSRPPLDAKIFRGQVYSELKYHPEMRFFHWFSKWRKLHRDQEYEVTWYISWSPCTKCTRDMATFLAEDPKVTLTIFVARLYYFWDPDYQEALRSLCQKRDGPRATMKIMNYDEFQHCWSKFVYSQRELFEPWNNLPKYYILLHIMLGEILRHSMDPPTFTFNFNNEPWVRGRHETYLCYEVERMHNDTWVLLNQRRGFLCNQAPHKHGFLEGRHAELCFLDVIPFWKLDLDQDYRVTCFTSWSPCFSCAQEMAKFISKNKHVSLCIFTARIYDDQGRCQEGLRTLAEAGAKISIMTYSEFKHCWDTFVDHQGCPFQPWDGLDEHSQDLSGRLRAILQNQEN
# MPTP block = inhibitors of mitochondrial permeability transition pore. isolated mouse mitochondria, Ca2+ swelling absorbance, 30 min. 360,000 tested, 1.4% active. inhibition, % at 10 µM;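 active means inhibition of 50% or more, scaled per plate between neutral and stimulator controls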;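 further: 0% = DMSO wells given calcium and 100% = 1 mM EGTA wells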
# GRIN3A LBD mod = modulates the human NR3A ligand-binding domain. 340,000 tested, 2.5% active. NR3A LBD differential scanning fluorimetry, Tm shift; 0% = protein alone, 100% = glycine-bound protein. AID 1259313. Tm shift relative to glycine control, % at 25 µM;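 active means melting temperature shift of at least 10% of the positive control shift, at one fixed dose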
# EBI2 antag = blocks human EBI2 receptor beta-arrestin signaling | inhibition, % at 5 µM | EBI2 beta-arrestin recruitment, luminescence, 7a,25-OHC stimulated | 360,000 tested, 0.81% active; in the data active means inhibition above about 38%;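 further: enzyme fragment complementation signal reports receptor beta-arrestin coupling in cells; 0% = agonist plus DMSO wells and 100% = wells without agonist; some results beyond the cut were filed as inactive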
# APOBEC3A inh = inhibitors of human APOBEC3A DNA deaminase; P31941; 330,000 tested, 0.41% active; AID 493011; inhibition, % at 20 µM; recombinant A3A, FAM/TAMRA ssDNA deamination fluorescence;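 active means at least 40% inhibition at 20 µM here, with at most 30% in a related deaminase screen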;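 further: plate controls were A3A with DMSO for no effect and wells lacking A3A enzyme for full effect; some results filed as inactive read as strong as hits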
# Target sequence (P31941 whole entry, looked up): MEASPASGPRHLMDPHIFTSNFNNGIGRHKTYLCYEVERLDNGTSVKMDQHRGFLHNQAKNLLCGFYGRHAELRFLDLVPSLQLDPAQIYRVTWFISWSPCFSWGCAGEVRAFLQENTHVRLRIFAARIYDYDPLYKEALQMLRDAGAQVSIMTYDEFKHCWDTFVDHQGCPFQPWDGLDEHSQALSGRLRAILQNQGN
# Numbers without * were called inactive; x = no result given. The order is random. Share with any hit: about 5.8%.
SMILES,Gli-Sufu block,CXCR6 block,CCR6 antagonist,APOBEC3G inh,MPTP block,GRIN3A LBD mod,EBI2 antag,APOBEC3A inh
COC(=O)c1ccc(C(=O)N2CCCC(N3CCN(c4ccc(F)cc4)CC3)C2)nc1 (stereo not given),-5,-6,1,-2,1.5,0,7,-7
CC(=O)Nc1cccc(C(=O)OCC(=O)N(c2ccccc2)C2CCS(=O)(=O)C2)c1 (stereo not given),-9,-9,8,-8,-0.3,-1,-8,-2
CC/C(=N/N=C(/CC)c1ccc(O)cc1)c1ccc(O)cc1,8,-5,1,1,9.6,-4,25,1
CNC(=O)c1ccccc1Sc1ccccc1CO,6,-8,5,-6,1.3,0,-3,-2
NS(=O)(=O)c1ccc(CCNC(=O)c2ccc3c(=O)n4c(nc3c2)CCCCC4)cc1,-2,-4,-1,-8,-2.6,2,0,6
CN(CCC#N)C(=O)COC(=O)c1c2c(nc3ccccc13)/C(=C\c1ccco1)CC2,-22,-4,-3,x,1.0,0,-21,x
O=c1[nH]c2ccc(S(=O)(=O)Nc3ccc(Br)cc3)cc2[nH]1,0,-12,-4,-6,-3.3,-8,4,-4
CCCCCNC(=O)c1cccnc1SCC(=O)Nc1ccccc1OC,9,-5,10,-2,0.3,9,8,3
COc1cccc(-c2cc(C(=O)NCc3ccco3)no2)c1,-62,10,9,0,-0.3,3,0,2
Cc1ccccc1N(CC(=O)N/N=C/c1ccc(N(C)C)cc1)C(=O)c1ccccc1,2,11,24,-5,1.9,-4,13,3
CCC(NC(=O)NNC(=O)c1ccncc1)(C(F)(F)F)C(F)(F)F,6,2,7,2,0.3,1,5,4
O=C1C2C3c4ccccc4C(c4ccccc43)C2C(=O)N1c1ccncc1 (stereo not given),2,-8,6,x,-1.0,0,10,x
CCNc1c(NC(=O)c2cccs2)c(=O)oc2ccccc12,-2,3,8,0,2.7,-2,-8,2
O=C1CC2(CCCC2)C(=O)N1CN1CCN(S(=O)(=O)c2ccc(F)cc2F)CC1,-2,0,-1,-7,-0.5,0,2,-4
CCN(CC)S(=O)(=O)c1ccc(C(=O)N(c2ccccc2)C2C=CS(=O)(=O)C2)cc1 (stereo not given),3,3,9,-7,-0.4,2,-9,-1
COc1ccc(NC(=O)CCNS(=O)(=O)c2cccc(C(C)=O)c2)cc1S(N)(=O)=O,-12,5,14,-11,-1.2,0,3,1
Oc1ccccc1CNCCCN1CCOCC1,-2,-5,-3,-2,4.3,0,-9,-6
CCOc1ccc2nc(SC(CC)C(=O)Nc3cc(C)on3)sc2c1 (stereo not given),-20,-7,7,-6,-1.5,1,6,0
O=C(CNC(=O)c1ccccc1)NCC(=O)OCc1ccc(Cl)cc1,10,0,2,-7,2.9,-1,2,-6
O=C(CN1C(=O)c2ccccc2S1(=O)=O)Nc1cccc(S(=O)(=O)N2CCOCC2)c1,-4,5,6,14,-0.5,3,-6,9
Cc1ccc(-c2cc(-c3ccc4c(c3)OCO4)c(C#N)c(N)n2)o1,4,15,28,0,-1.1,-4,14,1
Cc1cc(C)cc(OCC(=O)NNC(=O)CN2C(=O)c3ccccc3C2=O)c1,-6,-4,8,x,0.7,0,-3,x
Cc1nnc2ccc(-c3cccc(NC(=O)c4ccc(Br)o4)c3)nn12,18,-7,-2,-5,2.4,-1,12,-1
CN(C(=O)C1CCCCC1)C1(C)CCS(=O)(=O)C1 (stereo not given),1,-1,5,1,0.7,1,3,3
O=C(NCc1ccc2c(c1)OCO2)c1c(-c2ccsc2)sc2ccccc12,18,0,2,-10,3.7,0,21,-3
CCCC(=O)N1CCN(c2nc3ccc(CC)cc3s2)CC1,-33,-2,1,-5,0.3,-1,-1,-5
Cc1ccc(N=Cc2cc(C)n(C3CCCC3)c2C)cc1,-6,-6,-1,-6,-1.6,6,-1,-4
CC(C)CC(=O)Nc1ccc(C(=O)Cn2nc(C(=O)O)c3ccccc3c2=O)cc1,0,14,23,0,-0.2,1,-2,4
COc1cc(NC(=O)CN2C(=O)CN(C)C2=O)c(C)cc1[N+](=O)[O-],0,10,-5,-11,0.5,-1,-2,3
Cc1cc(NC(=O)c2cnn3cccnc23)n(-c2ccccc2)n1,-4,-10,-19,-9,0.2,1,-4,0
O=C(NCCO)c1cc(-c2cc(C(=O)NCCO)c3ccccc3n2)nc2ccccc12,5,-3,1,-13,-0.3,1,-2,6
O=C(NCCN1CCOCC1)C1CCC(CNS(=O)(=O)c2ccc(Cl)cc2)CC1 (stereo not given),x,-2,12,-2,-1.2,-1,-8,0
Cc1nnc(SCC(=O)Nc2nccs2)n1N,-17,-1,2,-2,-0.1,1,-1,-3
CCc1ccc(-c2nc(SCC(=O)N(C)C3CCS(=O)(=O)C3)n[nH]2)cc1 (stereo not given),-5,-9,-5,-8,-2.1,0,4,1
O=c1oc2ccccc2cc1-c1nc(-c2cccs2)cs1,12,7,1,-2,1.7,-6,9,0
CCS(=O)(=O)Nc1cccc(-c2cn3c(n2)SCC3)c1,-7,1,-15,3,1.0,1,4,-1
COc1ccc(OC)c(NC(=O)CNC(=O)Cn2c(C)cc3ccccc3c2=O)c1,16,3,8,-5,0.0,-1,-1,-4
Cc1cc(NC(=O)c2cc([N+](=O)[O-])ccc2Cl)no1,5,-3,-16,-5,1.4,-1,-17,1
O=S(=O)(NCc1ccccn1)c1ccc2c(c1)OCCO2,3,-4,16,0,-2.1,2,-1,1
O=C(Cc1cccs1)Nc1ccccn1,3,-9,-4,1,0.1,-3,-6,5
Cc1ccc(S(=O)(=O)CCC(=O)OCc2ccc(S(=O)(=O)C(C)C)cc2)cc1,1,-10,11,-2,-1.8,-1,-11,0
CCOC(=O)C(=O)N/N=C/c1ccc(F)cc1,-1,4,8,-3,1.2,-2,-7,3
O=C(Cn1cc(C(F)(F)F)ccc1=O)NC(c1ccccc1)c1ccccc1,-23,6,5,-1,-0.5,-14,-7,-1
CC(C)N(C(=O)[C@H]1C[C@H](CC(=O)NCc2ccco2)C(=O)N2CCc3c([nH]c4ccc(Cl)cc34)[C@]12C)C(C)C,0,3,15,3,0.3,0,5,1
CCN1C[C@@H]2[C@@H]3C(=O)N(C)C(=O)[C@@H]3[C@](C)(C1=O)N2C(=O)c1ccc(Cl)c(Cl)c1,-5,-2,6,x,0.8,0,-5,x
O=C(CN(C(=O)CNS(=O)(=O)c1ccccc1)C1CCCC1)NCC1CCCO1 (stereo not given),-9,-4,31,-6,-2.7,1,-1,-1
CC(C)Sc1nc2c(c(=O)n(C)c(=O)n2C)n1Cc1ccc(Cl)cc1,2,13,23,-7,1.9,3,15,-14
CCC1Oc2ccccc2N(CC(=O)NC2CCCCC2)C1=O (stereo not given),-8,-2,19,0,1.6,-2,-4,1
CCN(CC)S(=O)(=O)c1cc(NC(=O)C(C)Nc2ccccc2N2CCOCC2)ccc1C (stereo not given),24,-2,5,6,-1.9,-5,29,23
COC(=O)c1ccc2c(=O)n(CCCCCC(=O)NC(C)C)c(=O)[nH]c2c1,35,3,-5,-3,0.8,-1,-8,6

# Of the compounds above, these contain a CF3 group.
SMILES,Gli-Sufu block,CXCR6 block,CCR6 antagonist,APOBEC3G inh,MPTP block,GRIN3A LBD mod,EBI2 antag,APOBEC3A inh
CCC(NC(=O)NNC(=O)c1ccncc1)(C(F)(F)F)C(F)(F)F,6,2,7,2,0.3,1,5,4
O=C(Cn1cc(C(F)(F)F)ccc1=O)NC(c1ccccc1)c1ccccc1,-23,6,5,-1,-0.5,-14,-7,-1

# 4 records drawn at random from those above:
SMILES,Gli-Sufu block,CXCR6 block,CCR6 antagonist,APOBEC3G inh,MPTP block,GRIN3A LBD mod,EBI2 antag,APOBEC3A inh
O=C(NCc1ccc2c(c1)OCO2)c1c(-c2ccsc2)sc2ccccc12,18,0,2,-10,3.7,0,21,-3
O=S(=O)(NCc1ccccn1)c1ccc2c(c1)OCCO2,3,-4,16,0,-2.1,2,-1,1
Cc1ccc(-c2cc(-c3ccc4c(c3)OCO4)c(C#N)c(N)n2)o1,4,15,28,0,-1.1,-4,14,1
O=C(NCCO)c1cc(-c2cc(C(=O)NCCO)c3ccccc3n2)nc2ccccc12,5,-3,1,-13,-0.3,1,-2,6

# (further entries)
SMILES,Gli-Sufu block,CXCR6 block,CCR6 antagonist,APOBEC3G inh,MPTP block,GRIN3A LBD mod,EBI2 antag,APOBEC3A inh
C=C(C)Cn1c(SCC(=O)O)nnc1-c1ccccc1,6,5,8,-1,0.4,1,-8,-1
Cc1ccc(NC(=O)N2CCc3ccccc3C2)c(C)c1,-18,8,7,-6,1.2,-2,3,1
COc1ccc(/C=C2\CCCCC2=O)cc1,-5,13,0,-10,1.4,1,6,-3
Cc1ccc(S(=O)(=O)N(C)C[C@H]2Oc3ccc(NC(=O)Nc4c(C)noc4C)cc3CC(=O)N([C@@H](C)CO)C[C@@H]2C)cc1,-7,4,3,-5,-0.5,-1,-4,1
CC1(C)NC(=O)N(CCCC(=O)Nc2ccc(C(F)(F)F)cc2)C1=O,12,4,7,-11,-1.6,-1,2,1
CC(C)NC(=O)COC(=O)c1cc(=O)[nH]c2ccccc12,2,1,-6,-3,-1.3,-2,-17,0
C/C(=N\NC(=O)NC1CCCCC1)C1CCCCC1,-7,-6,-1,-4,0.7,-11,-19,0
Cc1ccccc1NC(=O)CSc1nc2[nH]c(=O)cc(O)c2s1,-7,9,3,-13,0.0,-3,3,-4
CC(C)N(Cc1cn(C)nc1-c1cccc(Cl)c1)Cc1nccn1C,11,5,6,-1,-2.0,-3,8,-1
Cc1cc(C(=O)Nc2cnn(Cc3ccc(Cl)cc3Cl)c2)no1,5,-1,-2,0,-0.3,0,-20,1

# 6 entries out of the list, arranged by SMILES length, descending.
SMILES,Gli-Sufu block,CXCR6 block,CCR6 antagonist,APOBEC3G inh,MPTP block,GRIN3A LBD mod,EBI2 antag,APOBEC3A inh
Cc1cc(C(=O)Nc2cnn(Cc3ccc(Cl)cc3Cl)c2)no1,5,-1,-2,0,-0.3,0,-20,1
CC(C)NC(=O)COC(=O)c1cc(=O)[nH]c2ccccc12,2,1,-6,-3,-1.3,-2,-17,0
Cc1ccc(NC(=O)N2CCc3ccccc3C2)c(C)c1,-18,8,7,-6,1.2,-2,3,1
C=C(C)Cn1c(SCC(=O)O)nnc1-c1ccccc1,6,5,8,-1,0.4,1,-8,-1
C/C(=N\NC(=O)NC1CCCCC1)C1CCCCC1,-7,-6,-1,-4,0.7,-11,-19,0
COc1ccc(/C=C2\CCCCC2=O)cc1,-5,13,0,-10,1.4,1,6,-3

# (cont.)
SMILES,Gli-Sufu block,CXCR6 block,CCR6 antagonist,APOBEC3G inh,MPTP block,GRIN3A LBD mod,EBI2 antag,APOBEC3A inh
CCc1cc2cc3c(cc2nc1SCC(=O)Nc1nccs1)OCO3,0,0,13,0,3.3,-1,-6,3
CC1CN(c2ccnc3cc(Cl)ccc23)CC(C)O1 (stereo not given),5,6,1,-1,-0.5,0,2,3
COc1ccc(N2CCN(C(=O)c3ccc(OCc4c(C)noc4C)c(OC)c3)CC2)cc1,2,-9,-2,-2,-2.6,-4,-6,-4
O=C(NCCCNCCCNC(=O)c1ccc(/C=N/O)nc1)c1ccc(/C=N/O)nc1,2,0,2,-7,1.4,-1,-1,-2
CCOc1ccc(N(Cc2cc3ccc(C)cc3[nH]c2=O)C(=O)COC)cc1,1,-3,18,-5,0.1,-1,4,-3
Cc1cc(=O)n(-c2ccccc2)n1C,0,2,9,0,x,0,0,5
O=C(COc1ccc2ccccc2c1)Nc1nccs1,-117,15,6,-9,-2.1,1,-6,-2
CCNc1nc(NC(C)C)nc(N2CC(=O)N(CC(=O)OCC)C2=N)n1,-2,-3,5,-1,1.6,-4,-6,-2
O=C(CSc1nc(-c2cccs2)nc2ccccc12)NC1CCS(=O)(=O)C1 (stereo not given),x,-4,15,-6,-2.7,1,-4,-1
